Assay outcomes from PubChem.
JMJD2A Tudor – blocks the human JMJD2A Tudor domain; O75164; AlphaScreen JMJD2A-Tudor / H3K4me3 peptide binding; Potency, µM (top dose mostly 114 µM), for inactives: at the top dose activity change, negative = inhibition, actives largely listed as inhibitors; 4.4% of 390,000 active; AID 504339; further: on the % scale 0 is the no-effect control and ±100 the full control effect; nearly all actives have a fitted effect of over 50% in size
Pin1 inh – blocks the human prolyl isomerase Pin1; Q13526; Pin1 FP peptide displacement, HiFluor488, 10 min; Potency, µM (titrated, usually from 115 µM), for inactives: top-dose activity, negative = inhibition, hits mostly inhibitors; 0.009% of 390,000 active; AID 504891; active means well fitted inhibition curve with a large enough effect in the polarisation, with a control signal flat, not every such curve was filed as active; inconclusive means small, poorly fitted or top-dose-only effect, or effect the other way, or a change in a side signal; inactive means no such curve, though single readings can be large or run the other way; the % refers to the polarisation; further: on the % scale 0 is the no-effect control and ±100 the full control effect
Target sequence (Q13526 whole entry, looked up): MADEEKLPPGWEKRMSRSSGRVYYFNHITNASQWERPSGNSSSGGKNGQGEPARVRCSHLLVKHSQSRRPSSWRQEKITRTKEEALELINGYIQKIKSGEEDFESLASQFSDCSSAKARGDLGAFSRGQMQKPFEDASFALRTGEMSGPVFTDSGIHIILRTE
GLS inh – inhibitors of human glutaminase (GLS) | O94925 | GLS enzymatic activity, qHTS titration | Potency, µM (titrated, usually from 45.5 µM), for the others: at the highest dose activity change, negative = inhibition, actives largely listed as inhibitors | 0.21% of 410,000 active; further: on the % scale 0 is the no-effect control and ±100 the full control effect
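Read-out is an Amplex red fluorescence increase coupled through glutamate oxidase and HRP, measured before and after 30 min room-temperature incubation. hKGA is in 45 mM KH2PO4 (pH 8.2) with 0.02% Tween-20; glutamine added as 1mM solution.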
12-LOX inh – blocks human arachidonate 12S-lipoxygenase; P18054; purified 12hLO, xylenol orange hydroperoxide absorbance; Potency, µM (top dose mostly 108 µM), without a hit: top-dose activity change, negative = inhibition, usual class: inhibitors; 1.1% of 580,000 active; further: on the % scale 0 is the no-effect control and ±100 the full control effect
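Purified human 12hLO (150 nM final) in 25 mM Hepes, 0.01% Triton X-100, pH 7.0 was preincubated 15 min at room temperature with compound. Then 40 uM arachidonic acid was added, 30 min. Hydroperoxide was read by Fe-XO absorbance ratio 573/405 nm.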
TrxR1 inh – inhibitors of rat thioredoxin reductase 1. recombinant rTrxR1, NADPH fluorescence consumption, selenite substrate. Potency, µM (titrated, usually from 114 µM), without a hit: top-dose activity change, negative = inhibition, most hits filed as inhibitors. 1% of 390,000 active. AID 588453; further: on the % scale 0 is the no-effect control and ±100 the full control effect; nearly all actives have a fitted effect of over 65% in size
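Rat TrxR1 (90 nM in the dispensed reagent) was pre-reduced with 400 uM NADPH for 5 min at room temperature, then incubated with compound for 15 min. After 400 uM selenite was added, NADPH fluorescence (Ex 340/Em 450 nm) was followed for 8 min.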
RGS4 inh – human RGS4 inhibition; AID 504845; 0.039% of 390,000 active; Transcreener GDP fluorescence polarization, RGS4-accelerated GTP hydrolysis; Potency, µM (series often up to 114 µM), for inactives: top-dose activity change, negative = inhibition, most hits filed as inhibitors; further: on the % scale 0 is the no-effect control and ±100 the full control effect; nearly all actives have a fitted effect of over 75% in size; some results filed as inactive show a strong effect at the top dose
Target sequence (P49798 whole entry, looked up): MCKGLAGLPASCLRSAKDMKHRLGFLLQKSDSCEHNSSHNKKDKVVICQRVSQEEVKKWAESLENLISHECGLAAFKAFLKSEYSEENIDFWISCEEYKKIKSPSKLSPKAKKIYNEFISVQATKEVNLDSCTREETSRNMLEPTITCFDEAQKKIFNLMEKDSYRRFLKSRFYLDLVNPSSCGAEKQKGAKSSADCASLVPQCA
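MLSMR compounds (23 nl, pin-transferred) preincubated 10 min at room temperature with a 500nM (2x) first reagent, then RGS4 at 900nM (2x) plus Transcreener GDP mix added; fluorescence polarization (620/688 nm) read before and after 90 min at 30 °C.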
ERG-DNA inh – ERG Ets/DNA interaction inhibition; fluorescence polarization, His-ERG Ets domain / labelled DNA; AID 624246; 0.028% of 370,000 active; Potency, µM (doses to about 76.9 µM), for the others: at the highest dose FP activity, negative = inhibition, hits mostly inhibitors; P11308; active means well fitted inhibition curve with a large enough effect in the polarisation, with a control signal flat; inconclusive means small, poorly fitted or top-dose-only effect, or effect the other way, or a change in a side signal; inactive means no such curve, though single readings can be large or run the other way; the % refers to the polarisation;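 further: polarization taken with two DNA probes labelled with fluorescein and Texas red; % of control where 0% means no effect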
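His-tagged ERG Ets domain (1 uM in the protein solution; 300mM KCl, 50mM Tris-HCl, 1mM EDTA, 1mM DTT, pH 7.5) received compound, then a probe mix of 5 nM fluorescein-DNA and 100nM Texas-615-DNA. Fluorescence polarization was read for both dyes.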
HP1b binding inh – HP1-beta chromodomain-methylated histone interaction inhibition; P83916; AlphaScreen HP1-beta / biotin-H3K9me3 peptide binding; Potency, µM (series often up to 114 µM), for the others: top-dose activity change, negative = inhibition, most hits filed as inhibitors; 0.56% of 390,000 active; further: nearly all actives have a fitted effect of over 70% in size; inactives centre near 23
Target sequence (P83916 whole entry, looked up): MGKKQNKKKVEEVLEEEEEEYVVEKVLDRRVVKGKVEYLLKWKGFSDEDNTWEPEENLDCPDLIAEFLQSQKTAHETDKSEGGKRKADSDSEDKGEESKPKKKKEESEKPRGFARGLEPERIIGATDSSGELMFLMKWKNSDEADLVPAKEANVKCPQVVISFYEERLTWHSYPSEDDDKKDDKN
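AlphaScreen: HP1-beta (50 nM) preformed 30 min with biotin-H3(1-18)K9me3 peptide (50 nM) in PBS pH 7.4, 0.01% Tween-20. Compound added for 30 min at RT, then streptavidin donor/nickel chelate acceptor beads (10 ug/mL) for 30 min.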
PGK inhibitor – inhibitors of T. brucei phosphoglycerate kinase. 0.043% of 380,000 active. PGK/GAPDH coupled, Kinase-Glo luminescence, 60 min. P07378. Potency, µM (top dose mostly 57.5 µM), for inactives: at the top dose activity change, negative = inhibition, actives largely listed as inhibitors. AID 602233; further: on the % scale 0 is the no-effect control and ±100 the full control effect; nearly all actives have a fitted effect of over 60% in size
Target sequence (P07378 whole entry, looked up): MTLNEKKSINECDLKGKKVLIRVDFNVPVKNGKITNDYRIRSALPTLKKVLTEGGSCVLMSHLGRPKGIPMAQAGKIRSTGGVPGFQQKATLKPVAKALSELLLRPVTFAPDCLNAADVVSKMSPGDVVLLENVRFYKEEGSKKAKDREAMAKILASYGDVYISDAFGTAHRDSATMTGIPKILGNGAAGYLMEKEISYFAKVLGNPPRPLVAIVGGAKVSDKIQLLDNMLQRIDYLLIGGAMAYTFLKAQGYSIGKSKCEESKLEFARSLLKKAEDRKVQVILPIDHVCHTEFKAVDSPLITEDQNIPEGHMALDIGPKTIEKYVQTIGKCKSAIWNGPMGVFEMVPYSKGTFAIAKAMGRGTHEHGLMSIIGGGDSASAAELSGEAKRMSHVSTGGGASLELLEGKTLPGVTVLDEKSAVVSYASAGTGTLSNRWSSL
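Recombinant glycosomal PGK reaction used 1,3-bisphosphoglycerate generated in-well by GAPDH (100nM final) in 100mM TEA pH 7.6, 5mM MgCl2, 0.01% Tween-20. After 60 minutes at room temperature, ATP was read by Kinase-Glo Plus luminescence end-point.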
Active calls of the source: *; i = inactive; ? = inconclusive; . = no result given; & = joins results of further samples; [ ] = another dose, or the depositor's remark. Unless noted, the call rests on the fitted dose curve; in most records, active means well fitted curve in the direction sought with a large enough effect; inconclusive means small, poorly fitted or top-dose-only effect, or another doubt; inactive means no such curve, though single readings can be large; an effect the other way counts as inactive or inconclusive. Potency means the concentration at half of the fitted maximal effect.

JMJD2A Tudor	Pin1 inh	GLS inh	12-LOX inh	TrxR1 inh	RGS4 inh	ERG-DNA inh	HP1b binding inh	PGK inhibitor	Molecule
4%	1%	0%	-20%	13%	-21%	3%	40%[activator]	-4%	COCC(C)NC(=O)c1ccc2c(c1)S(=O)(=O)c1ccccc1C2=O (centres undefined)
-22%	5%	11%	-2%	35%	-1%	-2%	35%	-2%	CC(=O)Nc1ccc(SC[C@H](CC(C)C)N2CCN(CC(C)C)CCC2=O)cc1
?	-3%	-1%	?	-5%[57.1 µM]	-12%	14%	14%	10%	COc1ccc(CNc2nc3ccccc3n2Cc2ccc(Cl)cc2)cc1OC
-12%	1%	6%	0%	46%[57.1 µM]	10%	4%	13%	0%	O=C(Nc1ccc(-c2nc3ccccc3o2)cc1)c1cccnc1
-3%	-8%	-16%	i	-9%	-8%	-16%	35%	-6%	O=C1CN(C(=O)C2CCC(=O)N(CCc3ccc(Cl)cc3)C2)CCN1 (centres undefined)
-12%	0%	5%	9%	-5%	21%	-4%	25%	6%	COc1ccc(C(=O)C2CCCN(C(=O)CCNC(C)=O)C2)cc1OC (centres undefined)
-12%	-11%	-1%	8%	2%	9%	2%	6%	6%	CC(C)c1ccc(C(=O)N(c2ccccn2)C(C)c2ccco2)cc1 (centres undefined)
?	?	-1%	11%	20%[57.1 µM]	-22%	15%	14%	-5%	Cc1cccc(OCCn2cc(/C=N/NC(=O)c3ccncc3)c3ccccc32)c1
-17%	1%	8%	22%	-6%	-18%	.	11%	-6%	CC1(C)N=C(C(=O)c2ccccc2)N(O)C1(C)O (centres undefined)
-13%	-1%	-1%	-9%	17%[57.1 µM]	4%	6%	10%	0%	CCNS(=O)(=O)c1ccc(CCC(=O)NC2CCCC2)cc1
-6%	-1%	14%	-10%	5%	21%	0%	-5%	-9%	O=C(CN1C(=O)c2ccccc2S1(=O)=O)NCc1ccccc1
-15%	?	4%	-5%	7%[57.1 µM]	-9%	13%	17%[57 µM]	i	Cc1ccc(-c2nn3c(=O)cc(CN4CCN(C(=O)Nc5cc(Cl)ccc5C)CC4)nc3s2)cc1
-6%	0%	9%	-11%	7%	22%	0%	20%	8%	Cc1c(C(=O)NCc2ccc(F)cc2)sc2nc3n(c(=O)c12)CCC3
-6%	-7%	22%	-9%	3%	40%	-4%	28%	-6%	Cc1ccccc1NC(=O)Cn1c(NCC(C)O)nc2ccccc21 (centres undefined)
-5%	-11%	-12%	-4%	1%	-5%	0%	16%	2%	COc1ccccc1NS(=O)(=O)c1ccc(C)c(NS(=O)(=O)c2cc(C(=O)O)cc(C)c2C)c1
5%	1%	1%	0%	16%[57.1 µM]	2%	-2%	40%[activator]	-4%	COc1ccc(S(=O)(=O)N(CC(=O)Nc2ccc(C)cc2)c2ccc(C)cc2)cc1OC
-2%	-3%	-3%	13%&31%	-13%	1%	-9%	19%	8%	O=S(=O)(c1ccc2c(c1)CCN2)N1CCCC1
-10%	-3%	13%	1%	4%	-5%	9%	30%	-6%	CC[C@@H]1CN(C)[C@H]2Cc3c([nH]c4ccccc34)C(=O)C[C@@H]1[C@@H]2C(=O)OC
-5%	2%	-7%	-14%	4%[57.1 µM]	-15%	-3%	32%[57 µM]	-16%	Cc1ccc2c(=O)cc(CSCC(=O)Nc3nnc(C)s3)[nH]c2c1
-27%	-1%	18%	0%	7%	0%	8%	26%	i	Cc1cccc(N2CCN(C(=O)c3ccc(N4CCCC4=O)cc3)CC2)c1C
14%	4%	-2%	0%	-10%	-2%	15%	37%	0%	CCCCOc1cccc(C(=O)N(Cc2cccs2)C2CCS(=O)(=O)C2)c1 (centres undefined)
-23%	-1%	?	-24%	-23%	9%	6%	16%	-1%	Cc1noc(C)c1C(=O)N1CCCC(Nc2ccc(C(C)C)cc2)C1 (centres undefined)
-5%	-1%	0%	491%[activator]	32%	-8%	6%	48%[activator]	-2%	C/C=C/C(=O)OCc1csc(CC(=O)Nc2ccccc2C)n1
-11%	-3%	-3%	-12%	22%	12%	12%	25%	i	COc1cccc(NC(=O)C2CCCC2)c1
-8%	0%	6%	-6%	-11%	-7%	11%	37%[activator]	-3%	CC(NC(=O)C(=O)N1CCOCC1)C(c1cccs1)N1CCN(c2ccc(F)cc2)CC1 (centres undefined)
-24%	-3%	7%	3%	5%	4%	5%	9%	4%	O=C(CCCC(=O)n1cnc2ccccc21)n1cnc2ccccc21
-11%	0%	-18%	-1%	3%	-2%	-6%	21%	i	O=C(NCC(c1ccco1)N1CCCCC1)C(c1ccccc1)c1ccccc1 (centres undefined)
-28%&-21%	-6%&2%	15%	0%	13%&15%	10%&6%	3%	4%&26%	-6%	COc1ccc(C(CCN2CCOCC2)c2c(O)cc(OC)cc2OC)cc1 (centres undefined)
-14%	-3%	13%	20%	8%	3%	-3%	24%	4%	COc1ccc(-n2c(COc3ccc(Cl)cc3)nnc2SCc2ccc(C#N)cc2)cc1
?	4%	9%	-14%	-4%[57.1 µM]	-8%[56.9 µM]	4%	44%[activator]	-1%	Cc1ccc(/C=C/c2onc(C)c2S(=O)(=O)N2CCC(C(=O)N3CCN(C)CC3)CC2)cc1

Reprinted at random: 2 records from the list
JMJD2A Tudor	Pin1 inh	GLS inh	12-LOX inh	TrxR1 inh	RGS4 inh	ERG-DNA inh	HP1b binding inh	PGK inhibitor	Molecule
-13%	-1%	-1%	-9%	17%[57.1 µM]	4%	6%	10%	0%	CCNS(=O)(=O)c1ccc(CCC(=O)NC2CCCC2)cc1
5%	1%	1%	0%	16%[57.1 µM]	2%	-2%	40%[activator]	-4%	COc1ccc(S(=O)(=O)N(CC(=O)Nc2ccc(C)cc2)c2ccc(C)cc2)cc1OC

The list continues:
JMJD2A Tudor	Pin1 inh	GLS inh	12-LOX inh	TrxR1 inh	RGS4 inh	ERG-DNA inh	HP1b binding inh	PGK inhibitor	Molecule
-6%	4%	-1%	-14%	15%	-9%	3%	37%	-10%	Cc1ccc(OC/C(O)=C(\C#N)c2nc3ccccc3s2)cc1
-6%	1%	-1%	2%	0%[57.1 µM]	28%	0%	35%	4%	COCCn1c(SCC(=O)Nc2ccc(C(C)=O)cc2)nnc1-c1ccco1
-18%	-7%	25%	-16%	18%[57.1 µM]	-15%	-4%	16%	i	N/C(CC(=O)NCCOc1ccccc1)=N\O
?	91%[activator]	1%	-4%	-36%	-1%[11.4 µM]	-10%	-15%	-1%	C=CCn1c(=O)c2ccccc2n2c(SCC(=O)Nc3sc(C(=O)N(CC)CC)c(C)c3C(=O)OCC)nnc12
-13%	-13%	8%	-11%	-7%	10%	-5%	11%	1%	Cc1c(-c2nnc(SCC(=O)O)n2-c2ccccc2Br)nnn1-c1ccccc1
-19%	3%	-2%	-25%	10%[57.1 µM]	-20%	4%	16%	6%	COC(=O)c1sc2cccc(F)c2c1S(=O)(=O)NCc1ccc(Cl)cc1
3%	-5%	10%	12%	2%	14%	0%	7%	-9%	N#CC1(c2ccccc2)CCCN1C(=O)c1ccco1 (centres undefined)
-27%	1%	7%	339%[activator]	-26%	-15%	3%	5%	4%	Cc1occc1C(=O)NNC(=S)Nc1cccc([N+](=O)[O-])c1
-1%	-3%	-13%	9%	7%[57.1 µM]	15%	1%	26%[57 µM]	4%	CC(NC(=O)c1ccc2nc(CCc3ccccc3)oc2c1)c1ccccc1 (centres undefined)
-4%	2%	4%	-2%	10%	18%	0%	21%	-2%	COc1ccccc1NC(=O)c1sc2nc(N3CCOCC3)c3c(c2c1N)CC(C)(C)OC3
-25%	-1%	0%	-5%	28%	11%	8%	13%	i	C[C@H](CO)N1C[C@H](C)[C@@H](CN(C)S(=O)(=O)c2cccs2)Oc2c(NC(=O)Cc3ccccc3)cccc2C1=O
-3%	-15%	-2%	-5%	-10%	-1%	-9%	39%[activator]	-9%	CCN1CCN(c2ccc([N+](=O)[O-])cc2S(=O)(=O)N2CCOCC2)CC1
-5%	8%	-11%	-18%	22%	-2%	1%	61%[activator]	i	CCOC(=O)CSc1nnc(-c2ccc(S(=O)(=O)NCc3cccs3)cc2)o1
-20%	?	1%	-1%	-22%	-10%	-1%	8%	-9%	CCOC(=O)c1sc(NC(=O)c2sc(C)nc2C)nc1C
-18%	-2%	-7%	?	10%	1%	-5%	6%	0%	Cc1cccc(NC(=O)CCSc2nncn2C)c1
-12%	1%	1%	-3%	-3%	22%	3%	12%	6%	CN(C)Cc1c(C(=O)N/N=C/CCc2ccccc2)nnn1-c1nonc1N
8%	-3%	.	0%	15%	18%	3%	8%	-10%	Cc1ccc(-c2nc(CSCC(=O)NCCCN3CCOCC3)c(C)o2)cc1
-11%	-18%	1%	.	16%[57.1 µM]	-24%	3%	42%[activator]	-7%	O=C(CN1C(=O)c2cccc3cccc1c23)NCc1cccnc1
-24%	3%	?	?	?	-50%	-4%	?	-6%	c1ccc(CCc2nn3c(Cc4ccccc4)nnc3s2)cc1
-9%	-2%	-1%	441%[activator]	-3%	12%	-4%	57%[activator]	i	Cc1cccc(C(=O)NCC(=O)N2CCCC2)c1

Some of the compounds tested; the hit share may differ from the screen's.
